Screens (PubChem)
Myeloid diff MLP = promotes myeloid progenitor differentiation; ER-HoxA9 myeloid progenitors, lysozyme-GFP differentiation, flow cytometry; calls only at 10 µM; 360,000 tested, 1% active;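 active = normalized GFP-positive differentiation at or above the plate's own cutoff, the solvent-only control mean plus 3 SD; inconclusive = no clear call, values can overlap the other calls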;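 note: cells exposed to compound for four days before flow analysis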
Ins promoter up = MIN6 insulin promoter up-regulation; 190,000 tested, 0.3% active; z-score at 5 µM; MIN6 insulin promoter-GFP reporter, high-content imaging; active compounds read high;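 active = z-score above 3 at 5 µM with at least 500 cells counted in the well; inconclusive = wells under 500 cells, flagged as cytotoxic or low count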
MT stabilizer = microtubule stabilization, imaging screen. HeLa tubulin immunostaining HCS, 24 h; share of cells brighter than vehicle mean+2SD. AID 2205. 200,000 tested, 0.83% active. % tubulin-high responders, % at 10 µM;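 active = plate Z-score above 3 for both tubulin-high and condensed-nucleus cell shares, with cell loss under 80%, at 10 µM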;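 note: anti alpha tubulin signal scored within the nucleus-defined area of each cell; some results filed as inactive read as strong as hits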
T cell HTS = modulates CD8 T cell binding to vesicles. 2C CD8+ T cell-vesicle binding, flow cytometry; active compounds read low. calls only at 7 µM. 330,000 tested, 0.068% active;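 active = response, share of CD8 T cells binding vesicles, and their 90th percentile fluorescence all below set limits, cut at about 80% in these data, passing the limit was not always enough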
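incubation = binding step 1.5 h, 37 °C, antibody labelling 20 min, ice | test system = 2C mouse CD8+ T cells | read-out basis = percent CD8+ FL2 mean versus row control | controls = Peptide-free naked vesicles (low) and QL9 vesicles with 0.7% DMSO vehicle (high) | detection = flow cytometry of vesicle-bound cells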
WT yeast gro inh = growth inhibition of WT yeast, mitochondrial fusion screen; mitochondrial fusion phenotypic screen, WT strain; inhibition, % at 10 µM; 190,000 tested, 2.1% active; AID 1362; in the data active = inhibition above about 58%; tested in S. cerevisiae
Lipid droplet = modulators of hepatic lipid droplet formation | AML12 mouse hepatocytes, oleate lipid droplets, BODIPY imaging | AID 1656 | inhibition, % at 6.5 µM | 240,000 tested, 0.4% active;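 active = lipid droplet intensity inhibited by at least 50%, with more than 500 cells counted; inconclusive = wells with under 300 cells, treated as cytotoxic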
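System: AML12 hepatocytes (mouse). Probe or stimulus: oleic acid at 100 µM to induce lipid droplet formation. Times: overnight treatment with compound plus oleate. Detection: Image-based BODIPY and DAPI two-channel analysis. Evaluation: percent inhibition of filter-corrected integrated lipid droplet intensity per well.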
b-catenin transl = beta-catenin nuclear translocation modulation | HeLa beta-catenin nuclear translocation, immunofluorescence imaging | nuclear translocation activity, % at 5 µM | 190,000 tested, 0.3% active;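 active = nuclear translocation activity above 50% at 5 µM, with a well cell count of 50 or more; inconclusive = wells under 50 cells across six images, flagged as toxic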;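 note: per-cell ratio of nuclear to cytoplasmic median beta-catenin stain intensity; plate controls were DMSO negative control for no effect and GSK-3 inhibitor IX positive control for full effect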
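Signal – beta-catenin immunofluorescence imaging with DAPI · Test system – human HeLa cell line · Dosing – 5 µM primary single dose, 0.1% DMSO, 0.02–20 µM confirmation series · Measure – % activation, nuclear-to-cytoplasmic median beta-catenin signal ratio per cell · Incubation – 24 h compound exposure at 37°C, 5% CO2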
Autophagy HCS = modulators of autophagy; MEF GFP-LC3 puncta imaging; test concentration mostly 10 µM; calls only at 10 µM (by protocol); 190,000 tested, 0.98% active; AID 463193;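 active = percentage of spot-positive cells more than 3 SD above its plate mean, without a fluorescence outlier flag or 80% toxicity; inconclusive = no clear call, values can overlap the other calls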;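 note: spot-positive cell cutoff set from DMSO-treated cells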
West Nile virus CPE = inhibition of WNV-induced cytopathic effect – cell-based, CPE readout (AID 1621) | West Nile virus-infected cells, CPE inhibition; higher % means a stronger effect | CPE inhibition, % at 10 µM; hits with a dose series show IC50 in µM | 290,000 tested, 0.02% active; in the data active = a potency from the dose series; inconclusive = CPE inhibition mostly from about 3.7% at the one dose, without a potency; inactive = the rest, 99 in 100 with CPE inhibition below about 2.2%; note: strong numbers were not always called active
WT yeast gro inh mutant strain = also measured in WT yeast gro inh; calls as there; inhibition, %; mitochondrial fusion phenotypic screen, mutant strain inhibition
Ins promoter up cell count = second read-out of Ins promoter up, no call of its own (marks repeat the call); cell count; measured here: cytotoxicity, nuclei count;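 total cells summed across four imaged fields per well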
Lipid droplet cells 6.5 µM = second read-out of Lipid droplet, no call of its own (marks repeat the call); cell count; measured here: cell count, cytotoxicity flag;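 cells counted across two imaged fields per well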
b-catenin transl cell count 5 µM = also measured in b-catenin transl; calls as there; cell count; measured here: cell count, cytotoxicity flag
T cell HTS vesicle-bound % = also measured in T cell HTS; calls as there; double positive events, %; measured here: CD8+ vesicle-bound cell fraction;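 binding gate set so that unloaded-vesicle control wells show 10% double positive cells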
MT stabilizer Hoechst-high % = also measured in MT stabilizer; calls as there; % Hoechst-high responders; measured here: nuclear condensation Hoechst responders;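 share of cells brighter than vehicle mean plus two SD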
MT stabilizer cytotoxicity % = recorded beside MT stabilizer, whose call it bears; toxicity, %; measured here: cytotoxicity by cell density;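 0% = mean cell density of plate MIN control wells and 100% = no cells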
Autophagy HCS cell loss 18 h = second read-out of Autophagy HCS, no call of its own (marks repeat the call); toxicity, %; measured here: cell loss, nuclei count;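 cell loss after 18 h compound exposure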
Myeloid diff MLP GFP+ MAC1+ % = second read-out of Myeloid diff MLP, no call of its own (marks repeat the call); GFP+ MAC1+ double positive, %; measured here: differentiation confirmed by MAC1 staining
An asterisk follows results filed as active; i = inactive; ? = inconclusive; . = no result given; + = active, no number.

SMILES | Myeloid diff MLP | Myeloid diff MLP GFP+ MAC1+ % | Ins promoter up | Ins promoter up cell count | MT stabilizer | MT stabilizer Hoechst-high % | MT stabilizer cytotoxicity % | T cell HTS | T cell HTS vesicle-bound % | WT yeast gro inh | WT yeast gro inh mutant strain | Lipid droplet | Lipid droplet cells 6.5 µM | b-catenin transl | b-catenin transl cell count 5 µM | Autophagy HCS | Autophagy HCS cell loss 18 h | West Nile virus CPE
COc1ccc(C)cc1NC(=O)CCNS(=O)(=O)c1cccc(C(F)(F)F)c1 | i | 1.8 | . | . | . | . | . | i | 22 | . | . | 55* | 712* | . | . | . | . | -1.5%
Cc1ccccc1OCCCCc1c(C)n[nH]c1C | i | 4.6 | ? | . | 6.5 | 3.5 | 4.1 | i | 23 | 76* | 71* | . | . | 6.7 | 1292 | i | 1 | 0.4%
CCOC(=O)/C(C#N)=C1/CCCCCN1C | i | 0.6 | -0.24 | 1034 | 1.7 | 1.2 | 5.1 | i | 41 | 8 | 20 | . | . | -1.2 | 1197 | i | -1 | 0.0%
O=c1c2cc(N3CCOCC3)ccc2[nH]c(=S)n1CCc1ccccc1 | i | 0.3 | . | . | 4.3 | 3.2 | 3.3 | i | 1 | 10 | 42 | 23 | 693 | -0.9 | 1153 | i | -33 | -0.4%
COc1cccc(NC(=O)CSc2nnc(-c3ccoc3C)n2-c2ccccc2)c1 | . | . | -0.56 | 740 | 0.5 | 1.0 | 2.6 | i | 35 | -5 | 2 | 9 | 815 | . | . | i | -10 | -0.3%
CCCCC1CCC(C(=O)OCC(=O)Nc2ccc(S(N)(=O)=O)cc2)CC1 (stereo not drawn) | i | 0.8 | -0.33 | 1398 | 1.9 | 1.9 | 6.4 | i | 53 | -22 | -12 | 15 | 681 | -0.2 | 889 | i | 4 | -0.2%
CCOC(=O)c1c(NC(=O)c2ccc(C)cc2)sc2c1CC(C)(C)NC2(C)C | . | . | 0.07 | 1451 | 5.1 | 1.2 | 11 | i | 24 | 57 | 53 | 6 | 651 | -3.3 | 1153 | i | 1 | .
c1ccc(C2CCC(N3CCNCC3)CC2)cc1 (stereo not drawn) | i | 0.1 | . | . | 4.3 | 2.7 | 1.6 | i | 53 | 48 | 40 | 0 | 476 | 0.0 | 947 | i | 12 | 0.6%
COc1ccc(C(=O)n2nc(-c3ccccc3)nc2SC)cc1 | i | 1.3 | . | . | 2.6 | 1.8 | 11 | . | . | -1 | -10 | . | . | . | . | i | 19 | .
CCCN1/C(=C2/SC(=S)N(CC)C2=O)C=Cc2ccccc21 | i | 0.4 | . | . | 1.6 | 2.2 | 0.8 | i | 31 | -10 | 0 | 9 | 864 | . | . | i | -1 | -0.8%
O=C(Nc1cnc2ccccc2c1)C1COc2ccccc2O1 (stereo not drawn) | i | 1.0 | 0.48 | 1204 | 1.5 | 1.2 | 10.0 | i | 34 | 17 | -8 | . | . | -8.4 | 997 | i | -18 | 0.3%
O=C(CSc1nnc(CCc2ccccc2)n1-c1ccc(Cl)cc1)c1ccccc1 | i | 1.6 | 0.71 | 1523 | 5.0 | 1.4 | 6.6 | i | 37 | 67* | 4.3* | -24 | 582 | 0.9 | 1091 | i | 2 | -0.8%
COc1ccc(-c2n[nH]c(C)c2-c2cnn(-c3ccccc3)c2)c(O)c1 | i | 0.4 | . | . | 3.7 | 2.3 | 8.3 | i | 54 | 6 | -14 | 0 | 743 | -1.7 | 1026 | i | 22 | -0.3%
O=C(Nc1cccc(F)c1)/C(=C\c1ccco1)NC(=O)c1ccco1 | ? | . | . | . | . | . | . | i | 12 | . | . | 14 | 679 | . | . | . | . | 0.5%
O=C(NCCCn1ccnc1)c1cn(Cc2ccc(F)cc2)nn1 | i | 0.7 | -0.88 | 1352 | 1.2 | 1.5 | 7.8 | i | 40 | -3 | 8 | . | . | -7.3 | 974 | i | 6 | -0.2%
Cc1ccc(NC(=O)Nc2nnc(CSCCOc3ccc(Cl)cc3)s2)cc1 | i | 0.7 | -0.2 | 1414 | 1.4 | 1.4 | 14 | i | 34 | 1 | 1 | 1 | 669 | -1.1 | 1050 | i | 1 | -1.0%
Cc1cc(O)c(NC(=S)NC(=O)c2ccc(-c3ccc(Cl)cc3)o2)cc1C | i | 0.5 | -0.11 | 1842 | 3.7 | 1.8 | 10 | i | 16 | 77* | 58* | 16 | 724 | -0.8 | 1138 | i | -21 | -0.4%
O=C(O)c1cccc(Cn2c(Cl)c(/C=N/Nc3ccccc3)sc2=O)c1 | i | 0.9 | . | . | 2.0 | 1.7 | 13 | i | 59 | 12 | 8 | 0 | 668 | -1.8 | 510 | i | 10 | 0.7%
CCCCSC1=C(C#N)C(c2ccccc2C)C(C(=O)OCC)C(=O)N1 (stereo not drawn) | i | 6.2 | -0.12 | 1154 | 5.5 | 2.8 | 8.1 | i | 12 | -6 | 23 | . | . | -3.4 | 980 | i | 28 | -0.3%
CC(NC(=O)c1cn(C(C)c2ccccc2F)nn1)c1ccncc1 (stereo not drawn) | i | 0.1 | 0.43 | 1413 | 1.9 | 1.6 | 7.2 | i | 44 | 2 | 16 | 2 | 741 | 0.3 | 1512 | i | -31 | -0.3%

Structures shown so far that contain two or more sulfur atoms (2):
SMILES | Myeloid diff MLP | Myeloid diff MLP GFP+ MAC1+ % | Ins promoter up | Ins promoter up cell count | MT stabilizer | MT stabilizer Hoechst-high % | MT stabilizer cytotoxicity % | T cell HTS | T cell HTS vesicle-bound % | WT yeast gro inh | WT yeast gro inh mutant strain | Lipid droplet | Lipid droplet cells 6.5 µM | b-catenin transl | b-catenin transl cell count 5 µM | Autophagy HCS | Autophagy HCS cell loss 18 h | West Nile virus CPE
CCCN1/C(=C2/SC(=S)N(CC)C2=O)C=Cc2ccccc21 | i | 0.4 | . | . | 1.6 | 2.2 | 0.8 | i | 31 | -10 | 0 | 9 | 864 | . | . | i | -1 | -0.8%
Cc1ccc(NC(=O)Nc2nnc(CSCCOc3ccc(Cl)cc3)s2)cc1 | i | 0.7 | -0.2 | 1414 | 1.4 | 1.4 | 14 | i | 34 | 1 | 1 | 1 | 669 | -1.1 | 1050 | i | 1 | -1.0%

Later entries:
SMILES | Myeloid diff MLP | Myeloid diff MLP GFP+ MAC1+ % | Ins promoter up | Ins promoter up cell count | MT stabilizer | MT stabilizer Hoechst-high % | MT stabilizer cytotoxicity % | T cell HTS | T cell HTS vesicle-bound % | WT yeast gro inh | WT yeast gro inh mutant strain | Lipid droplet | Lipid droplet cells 6.5 µM | b-catenin transl | b-catenin transl cell count 5 µM | Autophagy HCS | Autophagy HCS cell loss 18 h | West Nile virus CPE
COc1ccccc1NC(=O)N1CCCC(C(=O)Nc2cccc(C)c2C)C1 (stereo not drawn) | i | 0.4 | 0.55 | 1365 | 3.2 | 3.9 | 8.1 | i | 29 | 2 | -3 | . | . | -7.5 | 843 | i | 3 | -0.1%
CCCCCc1ccc(C2=NNC(=O)CC2)cc1 | i | 0.8 | . | . | . | . | . | i | 16 | . | . | -6 | 814 | . | . | . | . | -0.7%
CCC(Sc1ccc2nnc(-c3ccc(OC)c(OC)c3)n2n1)C(=O)O (stereo not drawn) | i | 4.8 | 0.88 | 551 | 4.3 | 3.1 | 2.7 | i | 30 | 10 | 20 | 15 | 753 | . | . | i | 13 | .
CN(c1ccc(OCC(=O)OCC(=O)Nc2ccccc2)cc1)S(=O)(=O)c1cccs1 | i | 0.7 | -0.11 | 1503 | 1.6 | 2.4 | 5.4 | i | 24 | -16 | -18 | -2 | 531 | 2.2 | 1037 | i | 11 | -0.1%
COC(=O)C1=C(C)N(c2ccc(S(N)(=O)=O)cc2)C(=O)C1 | i | 0.8 | 0.81 | 986 | 2.1 | 2.2 | 4.4 | i | 5 | 3 | -5 | . | . | -3.3 | 1149 | i | -3 | 0.1%
CC(C)c1cc(-c2cc(-c3ccc(Cl)cc3)on2)nc(NC2CCCC2)n1 | i | 1.5 | -0.85 | 931 | . | . | . | i | 19 | . | . | . | . | -2.3 | 1146 | . | . | -0.5%
COc1ccc(C)cc1NC(=O)c1cnc2scc(C)n2c1=O | i | 2.2 | -0.59 | 1945 | 9.3 | 7.1 | 15 | . | . | -7 | -4 | -4 | 705 | -0.2 | 1087 | i | -7 | 0.1%
Cc1ccc(NC(=O)Cn2c(O)c(N=NC(N)=S)c3ccccc32)cc1 | i | 0.8 | . | . | . | . | . | i | 10 | . | . | -7 | 813 | . | . | . | . | -1.0%
COc1ccc(OC)c(C(c2nnnn2CC2CCCO2)N2CCN(C3CCCC3)CC2)c1 (stereo not drawn) | i | 0.8 | 0.22 | 1164 | 3.1 | 2.0 | 15 | i | 34 | -1 | 0 | . | . | -3.3 | 904 | i | 13 | -0.5%
O=C1N(c2ccc(Cl)cc2)C(c2ccccc2)N2CCCN12 (stereo not drawn) | i | 0.2 | -0.05 | 1479 | 5.3 | 1.6 | 11 | i | 38 | 4 | 17 | -1 | 571 | -2.4 | 1088 | i | 13 | 0.0%
COC(=O)c1ccc(Nc2cc(C)nc3ccc(C)cc23)cc1 | + | 1.9* | -1.1 | 978 | . | . | . | i | 57 | . | . | -8 | 655 | 62* | 301* | . | . | -1.4%
COc1ccc(S(=O)(=O)N(C)CC(=O)N2CCOCC2)cc1 | i | 1.1 | -0.41 | 1234 | 2.7 | 2.1 | 9.4 | i | 7 | -5 | -7 | 5 | 753 | 1.0 | 1144 | i | -9 | -0.5%
O=C(COC(=O)CCC(=O)c1cccs1)NCc1ccco1 | i | 0.7 | -0.34 | 1235 | 2.7 | 0.2 | 26 | . | . | -25 | -21 | 0 | 672 | -2.0 | 1252 | i | 2 | 0.9%
O=C(c1ccccc1)N1CCN(c2ccc(Cl)cc2)CC1 | i | 1.0 | 0.11 | 1292 | 3.3 | 1.7 | 4.6 | i | 30 | 37 | 27 | . | . | -4.6 | 923 | i | 4 | -1.2%
